TRPC6 act = mouse TRPC6 channel activators, primary screen, cell-based, HEK293, membrane potential dye; actives 0.13% (n = 310,000); HEK293-TRPC6 membrane potential dye fluorescence; hits give high values; B-score at 10 µM; Short transient receptor potential channel 6 (Mus musculus), Q61143; AID 2550, 2010;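 active = B-score of the integrated fluorescence ratio above library mean plus 3 SD, and starting fluorescence ratio within library mean plus 5 SD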;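 note: higher score means more depolarization so channel activation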
TRPC4 act = activators of mouse TRPC4 channel, primary screen, Fluo4 calcium, HEK293 TRPC4beta/mu-opioid cells; actives 0.49% (n = 310,000); B-score at 10 µM; Short transient receptor potential channel 4 (Mus musculus), Q9QUQ5; AID 2237, 2010; Fluo4 calcium fluorescence; hits give high values;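 active = B-score above 5 SD of library B-scores, and initial fluorescence ratio not above library mean plus 5 SD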;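 note: positive B-score marks a calcium rise read as TRPC4 activation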
Target sequence (Q9QUQ5 whole entry, looked up): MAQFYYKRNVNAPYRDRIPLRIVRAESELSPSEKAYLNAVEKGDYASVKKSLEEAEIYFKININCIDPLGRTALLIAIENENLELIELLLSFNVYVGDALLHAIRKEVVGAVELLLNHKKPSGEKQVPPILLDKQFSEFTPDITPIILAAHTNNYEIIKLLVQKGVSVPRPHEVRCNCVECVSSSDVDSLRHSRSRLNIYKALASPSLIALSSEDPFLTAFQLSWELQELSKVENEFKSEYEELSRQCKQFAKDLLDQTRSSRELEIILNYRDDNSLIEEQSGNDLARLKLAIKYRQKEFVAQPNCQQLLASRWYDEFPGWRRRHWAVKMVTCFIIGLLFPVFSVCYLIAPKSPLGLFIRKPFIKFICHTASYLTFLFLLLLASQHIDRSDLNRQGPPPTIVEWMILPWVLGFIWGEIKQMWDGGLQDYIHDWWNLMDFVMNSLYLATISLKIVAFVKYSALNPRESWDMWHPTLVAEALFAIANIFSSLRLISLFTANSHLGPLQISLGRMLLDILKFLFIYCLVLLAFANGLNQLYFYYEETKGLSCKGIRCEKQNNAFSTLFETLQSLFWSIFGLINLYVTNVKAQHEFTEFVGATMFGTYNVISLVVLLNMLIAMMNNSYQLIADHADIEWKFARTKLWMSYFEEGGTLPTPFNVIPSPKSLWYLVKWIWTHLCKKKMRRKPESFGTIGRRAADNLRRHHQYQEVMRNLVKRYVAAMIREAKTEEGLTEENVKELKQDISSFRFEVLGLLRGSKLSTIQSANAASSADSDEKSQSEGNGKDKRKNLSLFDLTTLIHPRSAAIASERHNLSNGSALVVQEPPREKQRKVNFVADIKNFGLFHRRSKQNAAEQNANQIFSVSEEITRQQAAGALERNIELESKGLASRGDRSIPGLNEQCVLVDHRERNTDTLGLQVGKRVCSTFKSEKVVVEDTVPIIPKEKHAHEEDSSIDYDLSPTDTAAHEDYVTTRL
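System – HEK293 cells stably co-expressing mouse TRPC4beta and mu-opioid receptor · Signal – Fluo4 calcium-sensitive dye fluorescence, kinetic, 1 Hz baseline · Benchmarks – buffer (low) and maximal DAMGO (high) · Read-out – B score of integrated fluorescence ratio per well · Incubation – dye loading 45 min room temperature, 110 s kinetic read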
MrgX1 allo act = positive allosteric modulators of MrgX1, primary screen, HEK293 cells, Fluo-4 calcium flux; Mas-related G-protein coupled receptor member X1 (Homo sapiens), Q96LB2; FDSS; hits give high values; B-score at 10 µM; actives 0.63% (n = 310,000); AID 588675, 2011;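 active = plate-corrected calcium response at least 3 library SD above typical, normal starting fluorescence, not activating the receptor alone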;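 note: compound read alongside a low EC10 to EC30 dose of BAM8-22 agonist; peak minus trough fluorescence over baseline measured at the second addition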
ANO1 activ = TMEM16A chloride channel activators or potentiators, primary screen, cell-based, HTS | B-score at 10 µM | Anoctamin-1 (Mus musculus), Q8BHY3 | actives 0.3% (n = 340,000) | HEK293 TMEM16A/YFP-H148Q/I152L, iodide quench fluorescence; hits give low values;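 active = fluorescence-ratio B-score plate-corrected deviation score at least 3 library SD below zero, with starting fluorescence score within 5 deviations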;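 note: channel opened by trigger with iodide after compound preincubation; score built on the fluorescence ratio of max minus min over baseline; more negative score means more quench and so TMEM16A activation or potentiation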
MrgX1 antagonist = antagonists of human MrgX1 receptor, primary screen, HEK293 cells, Fluo-4 calcium flux; Mas-related G-protein coupled receptor member X1 (Homo sapiens), Q96LB2; BAM8-22 antagonism; hits give low values; B-score at 10 µM; actives 1.3% (n = 310,000);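 active = calcium-response B-score plate-corrected more than 3 library SD below zero, starting fluorescence within 5 deviations, no agonist response on first addition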;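 note: peak minus trough fluorescence over baseline after final BAM8-22 challenge near maximal dose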
TRPC4 PAM = positive allosteric modulators of TRPC4, primary screen, cell-based, mouse TRPC4beta, HEK293 mu-opioid, Fluo-4 calcium; Short transient receptor potential channel 4 (Mus musculus), Q9QUQ5; DAMGO EC20, Fluo-4 Ca2+ flux; hits give high values; B-score at 10 µM; actives 0.42% (n = 310,000); AID 2227, 2009;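 active = B-score of calcium response area above 5 SD of library B-scores, with initial fluorescence ratio within 5 SD of library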;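 note: B-score of integrated fluorescence ratio over time as area under calcium response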
TRPC6 inhibitor = mouse TRPC6 channel inhibitors, primary screen, cell-based, HEK293, membrane potential dye. ACh-evoked depolarization; hits give low values. AID 2553, 2010. B-score at 10 µM. actives 1.1% (n = 310,000);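 active = B-score under library mean minus 3 SD, initial fluorescence not abnormally high, positive integrated signal ratio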;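 note: B-score derived from integrated fluorescence ratio over the kinetic read; more negative B-score means stronger inhibition of depolarization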
MrgX1 agonist = agonists of human MrgX1 receptor, primary screen, HEK293 cells, Fluo-4 calcium flux; Mas-related G-protein coupled receptor member X1 (Homo sapiens), Q96LB2; B-score at 10 µM; actives 0.44% (n = 310,000); AID 588627, 2011; Fluo-4 calcium fluorescence, agonist mode; hits give high values;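 active = calcium response B-score plate-corrected fluorescence ratio at least 3 library SD, with starting fluorescence B-score inside 5 SD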
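Material: MrgX1-expressing HEK293 cells / Dosing: compound as first of three additions / Incubation: overnight seeding, then 1 h dark dye loading / Signal: Fluo-4 NW calcium fluorescence / Evaluation: B-scored fluorescence response ratio / Benchmarks: positive and negative control wells on each plate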
SKKanGAS inh = S. pyogenes SKKanGAS growth inhibitors in kanamycin, primary screen, streptokinase expression inhibitor project, SKKanGAS strain, BacTiter-Glo luminescence; 6 h; actives 1.3% (n = 300,000); AID 1662, 2009; inhibition, % at 7.5 µM;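 active = mean replicate score, as percent of positive control median, at least 50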;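 note: strain carries kanamycin resistance gene driven by streptokinase promoter and grows in 40 µg/ml kanamycin; loss of luminescence reflects streptokinase promoter inhibition or plain growth inhibition; 0% = median of DMSO wells and 100% = positive control at its reference dose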
ANO1 block = TMEM16A chloride channel inhibitors, primary screen, cell-based, HTS; AID 588511, 2011; HEK293 TMEM16A/YFP iodide influx fluorescence, ionomycin; normalized B-score (activity score, 25-100; higher = stronger inhibition) at 10 µM; Anoctamin-1 (Mus musculus), Q8BHY3; actives 1.2% (n = 310,000);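 active = ratio plate-corrected score three or more library SD toward inhibition, starting fluorescence score within five deviations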;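 note: score derived from kinetic fluorescence span divided by baseline fluorescence per well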
TRPC4 block = inhibitors of mouse TRPC4 channel, primary screen, Fluo4 calcium, HEK293 TRPC4beta/mu-opioid cells | Short transient receptor potential channel 4 (Mus musculus), Q9QUQ5 | DAMGO-evoked Fluo4 calcium flux; hits give low values | B-score at 10 µM | actives 0.39% (n = 300,000) | AID 2247, 2010;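 active = B-score over 3 SD under the library average, no early fluorescence shift, positive overall ratio signal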
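Material: HEK293 cells with stable TRPC4beta plus mu-opioid receptor expression / Probe or stimulus: DAMGO in two steps, submaximal then maximal / Compound: single concentration per test compound / Technique: kinetic Fluo4 fluorescence imaging of calcium influx / Read-out: per-well B score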
Numbers without * were called inactive; i = inactive; / = not tested or not shown.

The line under a structure holds: TRPC6 act	TRPC4 act	MrgX1 allo act	ANO1 activ	MrgX1 antagonist	TRPC4 PAM	TRPC6 inhibitor	MrgX1 agonist	SKKanGAS inh	ANO1 block	TRPC4 block
- Cc1ccc(S(=O)(=O)N(CC(=O)NCc2ccco2)Cc2ccccc2F)cc1
  i	i	/	i	/	i	i	/	-6	/	i
- COc1ccc(-c2csc3nc[nH]c(=O)c23)cc1OC
  i	i	i	i	i	i	i	i	-2	i	i
- CCOc1ccc(N(C(=O)c2snc(C(N)=O)c2N)C(C(=O)NCC2CCCO2)c2c[nH]c3ccccc23)cc1 (centres undefined)
  i	i	i	i	i	i	i	i	2	i	i
- Brc1ccc2ncc(Br)cc2c1
  i	i	i	i	i	i	i	i	-2	i	i
- CCCCN1C(=O)C(CC(=O)NCC)SC1=Nc1ccccc1 (centres undefined)
  i	i	i	i	i	i	i	i	-3	i	i
- CC(C)(C)NC(=O)NC(=O)CSc1nnc2ccccn12
  i	i	i	i	i	i	i	i	3	i	i
- Cc1ccc(OCC(=O)NC(=S)Nc2cccc(C)n2)cc1
  i	i	i	i	i	i	i	i	6	i	i
- O=S(=O)(c1ccccc1)N1CCN(Cc2cccc(Cl)c2)CC1
  /	/	i	i	-6.9*	/	/	i	/	i	/
- O=C(O)C1C2C=CC(C2)C1C(=O)NCc1ccccc1 (centres undefined)
  i	i	i	i	i	i	i	i	-1	i	i
- CCOC(=O)Cc1csc(NC(=O)COc2ccc(N(C)S(=O)(=O)c3cccs3)cc2)n1
  i	i	i	i	i	i	i	i	4	100*	i
- CNc1oc(Cc2ccccc2)nc1S(=O)(=O)c1ccc(Cl)cc1
  i	i	i	i	i	i	i	i	-8	i	i
- COc1ccc(OC)c(NC(=O)CC2(CC(=O)O)CCCC2)c1
  i	i	i	i	i	i	i	i	2	i	i
- COC(=O)CCCC(=O)N1CCCC(C(=O)c2ccc(-c3ccccc3)cc2)C1 (centres undefined)
  i	i	i	i	i	i	i	i	-1	i	i
- O=C(c1ccc(N2CCCC2=O)cc1)N1CCN(c2ccccc2)CC1
  i	i	i	i	i	i	i	i	-1	i	i
- CCOC(=O)CC1OC(=O)c2cc3c(cc21)C(=O)OC3CC(=O)OCC (centres undefined)
  i	i	i	i	i	i	i	i	12	i	i
- CC1(C)CC(=O)C(C=NCCN2CCN(C(=O)C34CC5CC(CC(C5)C3)C4)CC2)=C(O)C1
  i	i	i	i	i	i	i	i	5	i	i
- CCOc1ccc(-c2ccc(SCC(=O)NC3CCCCC3)nn2)cc1
  i	i	i	i	i	i	i	i	-2	i	i
- Cc1cc(Cl)ccc1C(=O)C1CCCN(C(=O)c2n[nH]c3c2CCCC3)C1 (centres undefined)
  i	i	i	i	i	i	i	i	-7	i	i
- Cc1ccc(S(=O)(=O)Nc2nc(C)c(NC(=O)OCCCl)s2)cc1
  i	i	i	i	i	i	i	i	1	i	i
- O=C(Cc1cccs1)Nc1nncs1
  i	i	i	i	i	i	i	i	3	i	i
- O=[N+]([O-])c1ccc(-c2ccc(S(=O)(=O)NCCN3CCCC3)cc2)cc1
  i	i	i	i	i	i	i	i	0	i	i
- Cc1ccc(CS(=O)Cc2ccc(C(=O)NC3CCCCCC3)o2)cc1 (centres undefined)
  i	i	i	i	i	i	i	i	-2	i	i
- Cc1ccccc1SCC(=O)N1CCN(c2ccc(C(F)(F)F)cn2)CC1
  i	i	i	i	i	i	i	i	-3	i	i
- CC1CC(C)(C)CC2(C1)NC(=O)N(CC(=O)NC1CCCc3ccccc31)C2=O (centres undefined)
  i	i	i	i	i	i	i	i	9	i	i
- C=CCc1cc(Cl)ccc1OCCOCCNC(C)CC (centres undefined)
  i	i	i	i	i	i	i	i	2	i	i
- COc1ccc(S(=O)(=O)N2CCC(C(=O)N3CCCCC3)CC2)cc1
  i	i	i	i	i	i	i	i	-1	i	i
- O=C(NNc1ccccn1)c1ccccc1CC[N+](=O)[O-]
  i	i	i	i	i	i	i	i	0	i	i
- Oc1cccc(/C=N/N2CCN(c3ccccn3)CC2)c1
  i	i	i	i	i	i	i	i	-9	i	i
- CC(=O)c1cn(-c2ccc(Cl)cc2)c(=O)[nH]c1=O
  i	i	i	i	i	i	i	i	2	i	i
- Nc1ncnc2c1nc(Sc1ccc(Cl)cc1)n2[C@@H]1O[C@@H]2COP(=O)(O)O[C@H]2[C@H]1O
  i	i	i	i	i	i	i	i	-2	i	i
- Cc1ccc(C(=O)O/N=C2\CC3CCC2(C)C3(C)C)cc1 (centres undefined)
  i	i	6.6*	i	i	i	i	i	19	25*	i
- C=CCn1c(SCc2nc3c(c(=O)[nH]c(=O)n3CCCC)n2CCC)nnc1-c1ccccc1
  i	i	i	i	i	i	i	i	-3	i	i
- COc1ccc(N2C(=O)c3ccccc3S2(=O)=O)cc1
  i	i	i	i	i	i	i	i	5	i	i
- S=C(Nc1ccccc1Oc1ccccc1)Nc1cccc(Cl)c1Cl
  i	i	i	i	i	i	i	i	-1	i	i
- COc1ccc(CNC(=O)c2cnc(C)cn2)c(OC)c1
  i	i	i	i	i	i	i	i	-12	i	i
- CN1CCN(Cc2nc3c([nH]2)c(=O)[nH]c(=O)n3C)CC1
  i	72*	i	i	i	i	i	i	4	i	i
- CC(C)NC(=O)CC(=O)N/N=C/c1c(F)cccc1Cl
  i	i	i	i	i	i	i	i	/	i	i
- COc1ccc(C(=O)NC2CCCCCC2)cc1S(=O)(=O)N1CCCc2ccccc21
  i	i	i	i	i	i	i	i	11	i	i
- CN(Cc1ncc[nH]1)C(=O)CC1C(=O)NCCN1Cc1c(F)cccc1Cl (centres undefined)
  i	i	i	i	i	i	i	i	-6	i	i
- O=C(NCc1cccs1)C1CC(=O)N(c2ccc(F)cc2)C1 (centres undefined)
  i	i	i	i	i	i	i	i	-10	i	i
- CCOc1ccc(NC(=O)c2ccccc2SC)cc1
  i	i	i	i	i	i	i	i	-7	i	i
- O=C(c1ccccn1)N1CCN(C(=O)c2ccccn2)CC1
  i	i	i	i	i	i	i	i	5	i	i
- C/C(=N\NC(=O)Cc1ccc(Cl)cc1)c1cccc(NC(=O)c2cccnc2)c1
  i	i	i	i	i	i	i	i	/	i	i
- C/C(=N\OCC(=O)OCC(=O)NCc1ccccc1)c1ccc2c(c1)OCO2
  i	i	i	i	i	i	i	i	-10	i	i
- CC(=O)Nc1cccc(Nc2nc(-c3cccs3)nc3ccccc23)c1
  i	i	i	i	i	i	i	i	4	i	i
- CCOc1ccccc1NC(=O)CSc1nc(=O)n(CCCN2CCOCC2)c2c1CCCC2
  i	i	i	i	i	i	i	i	-1	i	i
- COc1ccc(NC2=CC(=O)CC(C)(C)C2)cc1OC
  i	i	i	i	i	i	i	i	-3	i	i
- CC(C(=O)N1CCCc2ccccc21)N1C(=O)c2ccccc2C1=O (centres undefined)
  i	i	i	i	i	i	i	i	-1	i	i
- NC(=O)c1ccccc1NC(=O)Nc1cccc2ccccc12
  i	i	i	i	i	i	i	i	-5	i	i
- CCn1cc2nc(SCC(=O)Nc3ccccc3F)n(Cc3ccccc3)c(=O)c2n1
  i	i	i	i	i	i	i	i	5	i	i
- CCC(C)(C)n1nnnc1C(c1ccc(C)cc1)N1CCC(C)CC1 (centres undefined)
  i	i	i	i	i	i	i	i	10	i	i
- CCCCOC(=O)CCN1C(=O)/C(=C2\SC(=S)N(CCC(=O)OCCCC)C2=O)SC1=S
  i	i	i	i	i	i	i	i	0	i	i
- Cc1cc(NC(=O)CSc2nc(=O)n3cc(Cl)ccc3n2)no1
  i	i	i	i	-8.2*	i	i	i	3	i	i
- COc1ccccc1NC(=O)CSc1nnc(C)o1
  i	i	i	i	i	i	i	i	-1	i	i
- Cc1ccc(-n2ncc3c2CC(C)(C)CC3NC(=O)CCc2c(C)noc2C)cc1 (centres undefined)
  i	i	i	i	i	i	i	i	9	i	i
- CC(=O)c1c(OC(=O)c2cccc(Cl)c2)c2ccccc2n1C
  i	i	i	i	i	i	i	i	32	i	i
- O=C(c1cccc(NS(=O)(=O)c2cccc([N+](=O)[O-])c2)c1)N1CCOCC1
  i	i	i	i	i	i	i	i	-3	i	i
- O=S(=O)(NCCc1ccncc1)c1ccc(F)cc1
  i	i	i	i	i	i	i	i	4	i	i
- Cc1cc(OC(=O)c2cccc(Cl)c2)c([N+](=O)[O-])c(=O)[nH]1
  i	i	i	i	i	i	i	i	-1	i	i
- CCOC(=O)C1CCN(CC(O)COCc2cccs2)CC1 (centres undefined)
  i	i	i	i	i	i	i	i	5	i	i

Next results
The line under a structure holds: TRPC6 act	TRPC4 act	MrgX1 allo act	ANO1 activ	MrgX1 antagonist	TRPC4 PAM	TRPC6 inhibitor	MrgX1 agonist	SKKanGAS inh	ANO1 block	TRPC4 block
- O=C(Cc1ccccc1[N+](=O)[O-])N1CCc2ccccc2C1
  i	i	i	i	i	i	i	i	-12	i	i
- COc1ccc(S(=O)(=O)NCC2CCCN(C(=O)c3occc3C)C2)cc1 (centres undefined)
  i	i	i	i	i	i	i	i	16	i	i
- O=C(Nc1ccccc1)c1ccc(Nc2c([N+](=O)[O-])cc([N+](=O)[O-])c3ccccc23)cc1
  i	i	i	i	i	i	i	i	2	i	i
- COc1ccc(C(=O)NC2CC3CCCC(C2)N3Cc2ccccc2)cc1OC (centres undefined)
  i	i	i	i	i	i	i	i	-1	i	i

Screening data from PubChem BioAssay.
